# 14-3-3 Bad inh: disrupts binding of bovine 14-3-3 zeta to phospho-Bad peptide; hit rate 0.71% among 220,000; P63103; TR-FRET 14-3-3zeta/Dy647-pBad peptide displacement, 1 h; inhibition, % at 21.7 µM;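 active means inhibition above about 70%, limit read from the data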;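 further: 0% = full 14-3-3 plus peptide FRET controls and 100% = background without 14-3-3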
# Target sequence (P63103 whole entry, looked up): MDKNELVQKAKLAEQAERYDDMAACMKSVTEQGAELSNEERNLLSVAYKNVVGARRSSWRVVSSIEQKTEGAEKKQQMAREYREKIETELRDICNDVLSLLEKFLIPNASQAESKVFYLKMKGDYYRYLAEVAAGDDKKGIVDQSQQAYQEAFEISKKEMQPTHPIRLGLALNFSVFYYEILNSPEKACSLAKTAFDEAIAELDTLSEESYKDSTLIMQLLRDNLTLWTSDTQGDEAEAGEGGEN
# FXIIa inh: factor XIIa (human) inhibition. inhibition, % at 5 µM. AID 800. P00748. hit rate 0.3% among 220,000. purified FXIIa, Boc-QGR-AMC fluorogenic substrate, 2 h; in the data active means inhibition above about 40%;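 further: 0% = enzyme with no compound and 100% = blank without enzyme; many of its hits are not listed in these tables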
# FXIa inh: inhibitors of human coagulation factor XIa | P03951 | purified FXIa, Boc-Glu-Ala-Arg-AMC fluorogenic substrate | inhibition, % at 5 µM | hit rate 0.14% among 220,000 | AID 798;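 active means inhibition of at least 40%; inactive means inhibition below 40%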;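 further: fluorescence of freed AMC excited at 355 nm; 0% = enzyme without compound and 100% = no enzyme blank; many of its hits are not listed in these tables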
# Runt-SMMHC FRET: inhibitors of human RUNX1 Runt domain binding to CBFb-SMMHC. Q01196+Q13951. Cerulean-Runt/Venus-CBFb-SMMHC FRET ratio 530/480, 1 h. inhibition, % at 20 µM. hit rate 0.74% among 220,000. AID 1434;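 active means mean inhibition across duplicate retests at 20 µM reaching about 50%, limit read from the data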;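 further: 0% = DMSO wells and 100% = wells with excess untagged CBFb-SMMHC; inhibitors lower the FRET ratio by blocking Runt binding to CBFb-SMMHC; some results filed as inactive read as strong as hits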
# KLK5 inh: inhibitors of human kallikrein 5. recombinant hK5, fluorogenic AMC substrate cleavage. hit rate 0.59% among 210,000. Q9Y337. inhibition, % at 5 µM;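 active means inhibition of 40% or more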;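 further: 0% = enzyme controls without compound and 100% = no-enzyme blanks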
# thrombin 1536: inhibitors of human thrombin | P00734 | alpha-thrombin, Boc-VPR-AMC fluorogenic substrate cleavage | inhibition, % at 5 µM | hit rate 0.26% among 220,000;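 active means inhibition at or above 40%; inactive means inhibition below 40%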;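 further: 0% = enzyme with no compound and 100% = wells without enzyme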
#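 System – human alpha-thrombin · Medium – pH 7.5 Tris (50 mM) with NaCl 150 mM, Tween 20 0.05% · Compound – single-point dosing at 5 µM, 0.2% DMSO · Incubation – enzyme reaction carried out at room temperature · Technique – fluorescence of released AMC, ex 355 nm, em 460 nm · Read-out basis – % inhibition of thrombin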
# Wee1 degr inh: inhibitors of human Wee1 degradation. hit rate 1.2% among 220,000. P30291. reporter increase, % at 5 µM. HeLa Luc-Wee1K328M stability, luciferase luminescence; 100% = proteasome inhibitor MG132 effect;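 active means activation above the mean of all tested compounds plus 3 SD, set per screening run, cut at about 8.8% in these data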;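 further: cells exposed to compound for 20 h before luminescence read; 0% = DMSO alone and 100% = MG132 at 30 µM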
# Target sequence (P30291 whole entry K328M): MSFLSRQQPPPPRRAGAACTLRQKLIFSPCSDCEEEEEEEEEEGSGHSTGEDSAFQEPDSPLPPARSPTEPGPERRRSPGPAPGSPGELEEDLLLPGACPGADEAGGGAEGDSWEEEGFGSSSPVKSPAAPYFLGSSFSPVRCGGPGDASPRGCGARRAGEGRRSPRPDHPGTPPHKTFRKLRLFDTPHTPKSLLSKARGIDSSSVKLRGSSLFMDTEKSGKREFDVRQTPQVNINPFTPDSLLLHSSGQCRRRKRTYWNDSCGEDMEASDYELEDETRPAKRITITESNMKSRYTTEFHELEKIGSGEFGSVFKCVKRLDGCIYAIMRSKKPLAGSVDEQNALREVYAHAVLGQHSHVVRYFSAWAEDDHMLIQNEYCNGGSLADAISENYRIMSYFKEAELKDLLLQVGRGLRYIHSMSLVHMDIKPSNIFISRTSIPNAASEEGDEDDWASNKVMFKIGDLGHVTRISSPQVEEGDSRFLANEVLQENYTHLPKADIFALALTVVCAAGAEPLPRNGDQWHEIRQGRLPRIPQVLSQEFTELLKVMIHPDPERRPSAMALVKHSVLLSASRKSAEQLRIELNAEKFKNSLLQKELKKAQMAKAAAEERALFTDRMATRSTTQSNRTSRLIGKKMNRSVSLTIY
# Runt-CBFb FRET: blocks binding of human RUNX1 Runt domain to CBFb; AID 1496; Cerulean-Runt/Venus-CBFb FRET ratio 530/480, 1 h; inhibition, % at 20 µM; hit rate 0.46% among 220,000;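 active means inhibition over about 50% at 20 µM in the single-dose screen, limit read from the data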;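 further: 0% = DMSO wells and 100% = excess unlabeled CBFb competitor control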
#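 Assay system: Cerulean-tagged RUNX1 Runt domain (FRET donor) fusion protein / Amount: 100 nM each of Venus-CBFb and Cerulean-Runt domain / Medium: Tris buffer pH 7.5 with salts and BSA / Also added: Venus-CBFb 100 nM / Schedule: 1 h complex formation plus 1 h compound treatment, room temperature / Signal: FRET fluorescence / Read-out: loss of energy transfer signal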
# Hck Nef HTS: human Hck-Nef kinase inhibition; Recombinant Hck-YEEI plus Nef, Z-Lyte FRET kinase assay; P08631; inhibition, % at 20 µM; hit rate 0.68% among 220,000;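 active means Hck-Nef kinase inhibition above about 50%, limit read from the data; inactive means inhibition below that limit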;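 further: 0% = DMSO with Hck plus Nef and 100% = Hck alone without Nef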
# * = called active by the depositor; x = not tested or not shown; [ ] = remark or other dose.
structure	14-3-3 Bad inh	FXIIa inh	FXIa inh	Runt-SMMHC FRET	KLK5 inh	thrombin 1536	Wee1 degr inh	Runt-CBFb FRET	Hck Nef HTS
CC(=O)Nc1cccc(OCC(=O)Nc2ccccc2)c1	5.4	-0.7	0.8	-5.8	5.8	-4.7	-0.5	-0.9	-1.2
Cc1cc(C)c2c(CCl)cc(=O)oc2c1	2.4	5.0	-3.1	2.6	-0.1	-3.4	-2.8	-1.5	36.5
Cc1ccc(/C=c2\sc3nc(-c4cccnc4)nn3c2=O)cc1	22.9	2.4	-8.4	0.8	-16.3	9.6	1.7	-3.8	2.7
CCCc1cc(=O)[nH]c(SCc2ccc(Cl)cc2)n1	-0.2	10.5	2.5	-1.0	-5.0	0.5	2.2	-1.7	2.3
O=C(C1CC1)N1CCN(c2ccc([N+](=O)[O-])cc2-n2cccc2)CC1	2.5	12.8	6.7	-1.6	7.1	0.3	1.3	5.1	12.4
CCSc1nncn1/N=C/c1ccc(OC)c(OC)c1	18.4	6.6	-8.3	1.2	-1.7	-7.3	3.8	-0.2	1.2
c1ccc(CCc2nc(-c3ccccc3)no2)cc1	-2.1[fluorescence artefact?]	9.8	-6.5	-3.5	5.5	-1.7	-2.7	-2.1	-1.8
CC(C)C(c1nnnn1CC1CCCO1)N1CCN(C2CCCC2)CC1 (stereo not given)	6.3[fluorescence artefact?]	-1.4	-8.8	2.4	-1.5	-4.5	-1.7	-1.6	-5.1
COc1ccccc1CN1C[C@@H]2C[C@@H](c3ccccc3OC)N3CCC[C@@]23C1=O	1.9	6.0	-1.9	-0.2	-2.1	-2.4	0.5	-0.1	17.2
CN(C)/C=N/c1sc2c(c1C#N)CCCCC2	-4.2	10.9	5.9	1.1	-10.1	3.8	4.2	-1.1	-1.4
COC(=O)c1cc(OC)c(OC)cc1NC(=O)Cc1ccccc1[N+](=O)[O-]	9.4	16.1	-4.5	0.0	5.9	3.8	1.2	1.2	2.1
C/C(=N\Nc1nc(C)cc(=O)[nH]1)C1CC1	-3.3	-0.1	-4.8	2.5	-10.6	-9.9	-0.4	3.7	0.6
NC(=O)N1CC(O)CC1C(=O)Nc1ccc(Cl)c(Cl)c1 (stereo not given)	-0.1	-0.7	-6.9	x	2.1	-1.9	-0.5	x	0.0
CCOC(=O)N1CCN(S(=O)(=O)c2cc3c(cc2C)NC(=O)CO3)CC1	-8.5	1.6	-13.7	3.5	-16.8	-5.8	-1.8	-1.4	-0.7
CCN(CC(=O)NC1CCS(=O)(=O)C1)S(=O)(=O)c1ccc2ccccc2c1 (stereo not given)	-21.1[fluorescence artefact?]	7.5	-1.3	2.7	-18.1	-9.9	-2.3	-0.5	6.3
CCN(CC)S(=O)(=O)c1ccc(OC)c(NC(=O)c2cc(C)on2)c1	-3.1	6.6	2.9	1.4	6.7	9.2	0.5	-0.5	16.4
CCc1cccc(CC)c1NC(=S)N(CCN(C)C)C(C)c1cccnc1 (stereo not given)	-2.4	-0.5	-7.5	-0.1	-20.4	-4.9	1.6	-1.6	7.5
COc1ccc2oc(=O)c(-c3nc(C)cs3)cc2c1	-2.1	-4.4	-13.8	30.5	-14.6	-7.5	0.3	29.0	2.2
CC(=O)c1ccc(Nc2cc(C)nc3nc(C)nn23)cc1	-9.1	12.7	4.5	-0.7	-3.3	2.9	2.9	0.4	-7.8
CNC(=S)N/N=C/c1c(Cl)cccc1Cl	-10.6	10.3	0.6	1.4	14.5	35.3	3.2	-1.1	4.3
Fc1ccc(C2=NOC(c3nnc(-c4ccccc4)o3)C2)cc1 (stereo not given)	-1.2	7.9	3.2	2.4	1.6	1.6	x	1.7	21.4
COC(=O)N/N=C/c1cc(N=Nc2ccccc2)ccc1O	0.2	11.1	5.5	-9.9	6.2	2.5	-0.1	-4.9	12.1
Cc1ccc2nc(NNC(=O)c3ccc4c(c3)OCCO4)sc2c1	3.9[fluorescence artefact?]	8.1	0.5	11.0	-36.5	0.2	0.6	48.5	0.3
COc1ccc(-c2ccnc(SCC(=O)Nc3ccccn3)n2)cc1	3.0	13.2	8.2	-4.7	-8.1	3.3	1.6	-2.5	8.0
CC1(C)C(=O)Nc2ccccc2N1C(=O)COC(=O)C1CCCCC1	-5.5	6.7	-0.5	1.5	-4.5	-4.5	0.5	-1.3	0.3
Cc1cc(C(=O)NC2Cc3ccccc3C2)c(C)o1	1.5	2.7	2.4	-4.2	0.1	-3.5	5.9	0.9	19.3
COc1ccc(OC)c(Nc2nc(N)nc(CSc3nnc(N)s3)n2)c1	-2.8	2.7	-3.8	-1.4	-8.6	3.2	-1.4	0.3	3.6
CCOc1ccc(-c2nnc(SCc3nc4ccccc4[nH]3)n2N)cc1	-3.0[fluorescence artefact?]	12.2	-7.8	0.4	-7.8	-8.3	-1.5	6.0	-22.0
CCOC(=O)c1ccc(N2C(=O)C3CC=C(C)CC3C2=O)cc1 (stereo not given)	11.4	10.8	-1.1	1.0	-0.1	-5.0	5.0	-0.8	-0.4
COc1ccccc1C1CCCN1Cc1nc(-c2cc3c(cc2Cl)OCO3)oc1C (stereo not given)	4.9	39.5	5.3	-8.2	12.2	18.2	-3.0	-1.3	12.0
CCOc1ccc(N)cc1OC	-5.3	10.9	-2.2	2.8	3.0	-10.7	1.1	1.0	28.5
CS/C(=N/S(=O)(=O)c1ccc(C)cc1)c1ccccc1	6.0[fluorescence artefact?]	12.4	6.9	-3.1	-17.0	-0.9	-2.3	-2.0	5.4
CC1(C)CC(=O)C(C2C3=C(CC(C)(C)CC3=O)Oc3ccc4ccccc4c32)C(=O)C1 (stereo not given)	-7.0	2.2	-7.0	-4.1	-4.4	-7.9	-2.4	-0.2	14.2
Cc1ccc2cc(C)c(N3CCC(C)CC3)nc2c1	7.7	11.8	7.7	1.9	x	-2.5	-3.5	-1.8	-12.5
CSc1cccc(NS(=O)(=O)c2ccc3c(c2)oc(=O)n3C)c1	-1.7	9.5	5.0	0.4	-6.0	1.1	-1.2	1.6	1.7
Cc1cc(C)cc(NCC(=O)Nc2c(C)cccc2C)c1	-20.9	-10.8	-9.0	0.3	-7.1	0.4	-0.4	-2.4	9.6
CCN(CC)c1ccc(/C=C(\C#N)C(=O)NCc2ccco2)cc1	0.9[fluorescence artefact?]	17.9	5.3	59.6*	64.5*	12.7	-3.7	18.8	6.7
CCOC(=O)C(=O)/C(=C\N(C)C)c1onc(-c2ccccc2Cl)c1C(=O)OC	1.7	0.5	-10.8	-1.9	-24.9	37.5	2.0	-0.6	4.9
COc1ccc(S(=O)(=O)n2cnc(C)c2)cc1	-9.6	3.9	-7.2	0.2	-12.4	1.5	-1.4	-0.7	11.6
CC(C)n1nnnc1SCC(=O)NCc1ccc2c(c1)OCO2	1.9[fluorescence artefact?]	2.1	-4.2	6.1	-4.0	-5.5	-1.6	-1.1	-1.5
CCC(CC)NC(=O)/C=C/c1cccc([N+](=O)[O-])c1	-25.5[fluorescence artefact?]	5.9	-1.0	-2.1	-17.3	-4.6	0.2	-3.3	3.7
COc1ccc(NC(=O)C2CCC(CNS(=O)(=O)c3cccs3)CC2)cc1OC (stereo not given)	-1.6	7.6	-0.5	-1.6	4.2	11.3	-1.6	-0.8	21.0
Cc1ccc(N=Nc2ccc(O)c(/C=N\NC(=O)c3ccc(N)cc3)c2)cc1C	85.0*[fluorescence artefact?]	-3.3	6.7	-0.2	-101.2	-4.4	9.5*	-2.2	34.5
CN(CC(=O)Nc1ccc(S(=O)(=O)N(C)C)cc1)Cc1ccc(C(F)(F)F)cc1	-12.1	8.0	8.3	-3.0	-1.4	-2.1	-0.9	-5.6	19.7
NS(=O)(=O)c1ccc(CCNC(=O)c2ccco2)cc1	-2.3	0.7	-2.3	-1.2	-5.8	-8.3	1.3	-0.8	21.4
CCCn1c(O)c(N=NC(=O)c2ccco2)c2ccccc21	35.2[fluorescence artefact?]	20.5	8.0	-13.2	37.8	19.7	-0.4	-15.0	0.9
COc1ccc(-n2nnnc2-c2cccc(OC)c2)cc1	5.8[fluorescence artefact?]	5.4	-3.8	2.3	4.0	-3.4	2.6	1.1	0.6
Cc1nnc(SC(C)C(=O)Nc2c(C)n(C)n(-c3ccccc3)c2=O)n1N (stereo not given)	-13.9	11.7	5.1	-3.2	-0.1	1.2	1.6	3.5	7.7
COc1ccc2[nH]c(C(=O)Nc3ccccc3Cl)cc2c1	-6.7	6.0	-4.6	-0.9	25.1	-1.3	-0.2	0.2	5.6
O=C(CSCc1ccccc1)N1CCN(C(=O)c2ccco2)CC1	8.9[fluorescence artefact?]	3.9	3.8	-2.1	-18.6	1.3	-0.4	-0.3	2.1

# Following part.
structure	14-3-3 Bad inh	FXIIa inh	FXIa inh	Runt-SMMHC FRET	KLK5 inh	thrombin 1536	Wee1 degr inh	Runt-CBFb FRET	Hck Nef HTS
Cc1ccc(N(C(=O)c2sc(C)nc2C)C(C(=O)NCc2ccco2)c2ccccc2)cc1 (stereo not given)	-0.2	9.5	-4.2	-0.2	-8.6	9.0	-0.1	-1.7	-0.1
O=[n+]1c2c(n([O-])c3c1CCCC3)CCCC2	4.3	-1.1	-6.8	-5.9	-6.1	-0.9	2.1	-1.6	-0.2
COC(=O)c1ccc(Oc2nc(N(C)C)nc(N3CCOCC3)n2)cc1	1.9[fluorescence artefact?]	10.2	3.9	9.0	-1.0	3.2	-1.8	-0.7	0.6
CCOC(=O)C1CCCN(c2c(NCCC(C)C)c(=O)c2=O)C1 (stereo not given)	-6.3	9.6	2.9	0.7	0.9	-1.9	-1.4	1.0	2.8
O=C(NCC1CCCCC1)c1cc([N+](=O)[O-])ccc1N1CCOCC1	-11.9	5.1	-1.7	-1.2	-0.5	-3.7	1.9	-1.1	20.4
Cc1ccc(S(=O)(=O)NCc2csc(C)n2)c(C)c1	-5.8	1.9	6.8	2.2	2.4	4.1	2.7	1.3	0.0
COCCCNC(=O)c1c(NC(=O)C2COc3ccccc3O2)sc2c1CCCC2 (stereo not given)	10.5	9.4	19.7	-2.4	-7.1	-1.6	-0.3	-4.3	1.0
C[N+](C)(C)CCCN1C(=O)CCCC1=O	8.6[fluorescence artefact?]	7.7	-1.4	8.4	-5.9	5.1	-0.7	-6.7	0.2
CC(Sc1n[nH]c(=O)[nH]c1=O)C(=O)OCc1ccccc1 (stereo not given)	3.3[fluorescence artefact?]	10.8	1.1	-6.1	-9.8	-5.3	3.3	0.1	0.9

# Ordered by length of the SMILES (ascending): some entries from above.
structure	14-3-3 Bad inh	FXIIa inh	FXIa inh	Runt-SMMHC FRET	KLK5 inh	thrombin 1536	Wee1 degr inh	Runt-CBFb FRET	Hck Nef HTS
O=[n+]1c2c(n([O-])c3c1CCCC3)CCCC2	4.3	-1.1	-6.8	-5.9	-6.1	-0.9	2.1	-1.6	-0.2
CC(Sc1n[nH]c(=O)[nH]c1=O)C(=O)OCc1ccccc1 (stereo not given)	3.3[fluorescence artefact?]	10.8	1.1	-6.1	-9.8	-5.3	3.3	0.1	0.9
Cc1ccc(N(C(=O)c2sc(C)nc2C)C(C(=O)NCc2ccco2)c2ccccc2)cc1 (stereo not given)	-0.2	9.5	-4.2	-0.2	-8.6	9.0	-0.1	-1.7	-0.1

# Source: PubChem

# Hits appear at their usual frequency; overall some 4.2% were active at least once.
